# High-throughput results deposited in PubChem BioAssay by several laboratories.
# PfHsp40 rescue – compounds rescuing yeast from Plasmodium falciparum HSP40 toxicity | S. cerevisiae expressing PfHsp40, growth rescue, ATP luminescence | growth rescue, % at 12.5 µM | 340,000 compounds, 0.68% hits; in the data active = growth rescue above about 28%, passing the limit was not always enough; inconclusive = no clear call, values can overlap the other calls;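 also: yeast W303a lacking pdr1 and pdr3 grown in galactose medium; growth measured after three days at 30 °C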
# BoNT-F LC inh – inhibitors of Botulinum neurotoxin F light chain protease | Multiplex microsphere protease cleavage assay, flow cytometry | 360,000 compounds, 0.22% hits | inhibition, % at 10 µM | AID 588497; in the data active = inhibition above about 35%, passing the limit was not always enough; inconclusive = no clear call, values can overlap the other calls; also: plate controls were buffer without enzyme for full effect and enzyme alone for no effect
# CCHFV vOTU inh – CCHFV vOTU protease inhibition; Pep-AMC fluorescence; inhibition, % at 11.5 µM; 370,000 compounds, 0.55% hits; in the data active = inhibition above about 30%; also: 0% = vehicle wells with enzyme and 100% = no enzyme wells
# FadD28 FP inh – inhibitors of Mycobacterium tuberculosis FadD28 bisubstrate binding; FadD28 bisubstrate probe binding, fluorescence polarization; 360,000 compounds, 0.22% hits; AID 588549; inhibition, % at 12.5 µM; in the data active = inhibition above about 8.5%, passing the limit was not always enough; inconclusive = no clear call, values can overlap the other calls
# Anthrax LF prot – blocks Bacillus anthracis lethal factor protease. 360,000 compounds, 0.12% hits. multiplex microsphere protease cleavage assay, LF. inhibition, % at 10 µM. AID 588501; also: plate controls were buffer without enzyme for full effect and enzyme alone for no effect
# TcdB inh – blocks C. difficile toxin B glycohydrolase activity | P18177 | TcdB glycohydrolase enzymatic assay, plate reader | inhibition, % at 9.99 µM | 350,000 compounds, 0.24% hits | AID 652162; in the data active = inhibition above about 10%
# Y pestis TopoI – Y. pestis Topo-I inhibition via cleavage products; Y. pestis Topo-I cleavage product accumulation, plate reader; 360,000 compounds, 0.064% hits; activity, % at 10 µM; in the data active = activity above about 50%, passing the limit was not always enough; inconclusive = no clear call, values can overlap the other calls; also: inactives centre near 2
# BoNT A protease – inhibitors of Botulinum neurotoxin A light chain protease. multiplex microsphere protease substrate cleavage, flow cytometry. inhibition, % at 10 µM. 360,000 compounds, 0.17% hits; also: plate controls were buffer without enzyme for full effect and enzyme alone for no effect
# PrPC TRFRET – cell surface PrPC inhibition, primary TR-FRET screen | 370,000 compounds, 0.43% hits | P04156 | AID 720596 | TR-FRET read-out | inhibition, % at 13.8 µM; in the data active = inhibition above about 24%; also: 0% = median of the test wells and 100% = reference compound wells
# * marks the source's active call; other numbers are inactive results; ? = inconclusive; · = no result given. Rule as the data show it, unless noted: active = inhibition above about 30%; inconclusive = no clear call, values can overlap the other calls; inactive = below that.
Compound	PfHsp40 rescue	BoNT-F LC inh	CCHFV vOTU inh	FadD28 FP inh	Anthrax LF prot	TcdB inh	Y pestis TopoI	BoNT A protease	PrPC TRFRET
COc1cc(C)nc2nc(SCc3ccccc3)nn12	0.1	3	5	-1.7	2	·	2	0.2	10
CCn1c(CCNC(=O)c2cccs2)nnc1SCC(=O)c1ccc(OC)cc1	0.3	-3	4	-4.2	0	·	15	0.0	-5
COc1ccc(NC(C)=O)cc1NC(=O)CSc1nnc(-c2ccccc2)n1N	-0.5	-1	6	-0.8	-2	-0.9	-1	-0.7	2
COc1ccc(NC(=O)C(c2cc3c(cc2[N+](=O)[O-])OCO3)N(C)c2ccccc2)cc1 (stereo not given)	4.2	-7	4	-1.5	-3	·	0	-0.4	-2
CC(C)C[C@H](NC(=O)c1[nH]cnc1C(=O)N[C@@H](C)C(=O)OCc1ccccc1)C(=O)OC(C)(C)C	14	-8	30*	-1.9	-1	0.4	15	-0.3	8
CCCCn1c(=O)[nH]c2nc3cc(NC(C)=O)ccc3nc2c1=O	-0.3	30	2	-0.7	4	-0.1	-1	6.4	-11
Cc1ccc(S(=O)(=O)N2C[C@H]3C(=O)C[C@@H](c4ccc(Cl)cc4)N(S(=O)(=O)c4ccc(C)cc4)[C@H]3C[C@H]2c2ccccc2)cc1	·	-11	0	-1.1	-3	0.7	·	-0.4	2
CN(C)CCn1c(=O)n(C2CCCCC2)c(=O)c2c3c(sc21)CCCCC3	1.0	-4	-9	-0.3	-13	1.0	25	-1.8	3
O=C1c2ccc(Oc3cccc([N+](=O)[O-])c3)cc2C(=O)N1c1ccccn1	-0.2	-2	-7	-5.4	-2	-0.3	-2	-0.2	4
COC(=O)Oc1c(Br)c(=O)oc2ccccc12	-0.2	16	·	-2.3	-4	·	12	0.9	·
CN(C(=O)CSc1nnc(Cc2ccccc2F)n1N)C1CCS(=O)(=O)C1 (stereo not given)	0.0	-3	6	-3.6	-1	·	-4	-0.3	0
Cc1nc2sccn2c(=O)c1S(=O)(=O)N1CCN(c2cccc(Cl)c2)CC1	0.3	-9	-9	-0.1	-1	0.4	0	-0.4	-6

# Following part:
Compound	PfHsp40 rescue	BoNT-F LC inh	CCHFV vOTU inh	FadD28 FP inh	Anthrax LF prot	TcdB inh	Y pestis TopoI	BoNT A protease	PrPC TRFRET
COc1cccc(CNc2nc3cc(-c4cscc4C)sc3c(=O)n2C)c1	·	-2	0	-0.5	2	0.9	3	1.4	-1
CCOc1ccc(CCNC(=O)COC(=O)c2cccnc2SC)cc1OCC	-0.2	6	1	0.0	-4	1.0	-5	2.4	-4
O=C(Cc1ccccc1[N+](=O)[O-])NCC1(c2cccc3c2OCO3)OCCO1	-1.0	-5	-12	-5.3	-6	1.4	-4	0.5	-7
O=C(O)C1Oc2cc3ccccc3cc2O1	-2.1	1	-4	1.8	-7	-0.1	-11	-1.3	0
O=C(CNC(=O)c1ccc(Br)cc1)c1ccc(Br)cc1	-1.3	?	-8	-2.7	6	-1.2	-2	0.3	-5
CC(=O)N1N=C(c2ccc3ccccc3c2)OC12CCCC2	0.8	?	-15	-1.9	-34	-1.1	24	-1.9	2
COc1ccc(NCc2cccnc2)cc1	-1.5	-2	-5	-3.6	9	3.9	2	-2.3	-5
N#CC1=C(SCC(=O)NC2CC2)NC(=O)C(C#N)C12CCCCC2 (stereo not given)	-2.0	3	2	-4.0	1	·	-1	2.3	-3
O=S(=O)(NC1=NCCC1)c1ccc(F)cc1F	-1.3	-7	9	0.0	-8	-1.2	1	-1.2	-7
N#C/C(=C(/O)c1ccc(Br)s1)c1nc2ccccc2[nH]1	0.1	-3	-2	-2.9	-2	2.5	-4	-0.7	-2
N#Cc1cc(Nc2c(N)nc[nH]c2=O)c([N+](=O)[O-])cc1C#N	0.3	-22	-3	0.2	-5	-3.5	-4	0.4	-42
O=c1[nH]c(N2CCN(Cc3ccc4c(c3)OCO4)CC2)nc2c1CCCC2	-0.2	-8	-11	-3.6	-2	2.0	-10	0.3	1

# Continuation:
Compound	PfHsp40 rescue	BoNT-F LC inh	CCHFV vOTU inh	FadD28 FP inh	Anthrax LF prot	TcdB inh	Y pestis TopoI	BoNT A protease	PrPC TRFRET
CCN1C(=NCCc2ccccn2)N[C@@H](c2cccc(F)c2)C(C(=O)OC)=C1C	0.9	5	3	-1.1	6	0.8	-5	0.2	-8
CCn1c(SCC(=O)NCCc2ccc(OC)c(OC)c2)nc2c([nH]c3ccccc32)c1=O	·	-19	24	-1.8	-8	-12	-1	-0.9	5
CN1CCN(C(=O)C(=O)c2cn(CC(=O)N3CCOCC3)c3ccccc23)CC1	·	3	10	1.1	1	0.0	0	-0.4	5
Cc1ccc(C)c(-n2c(SCC(=O)O)nc3sc4c(c3c2=O)CCCC4)c1	0.9	-2	11	-4.9	-12	-0.2	-7	-1.5	4
Cc1ccc(/C=N/NC(=O)c2nnn(-c3nonc3N)c2CN(C)C2CCCCC2)cc1	-0.6	3	5	-2.0	0	-2.4	3	-0.8	-2
COC1=C(OC)[C@]23CCc4ccc(OC)c(OC)c4[C@]2(CCN3C)CC1=O	-0.2	1	-7	-1.0	4	-0.7	15	0.6	-1
COc1ccc2nc(-c3ccc(F)cc3)sc2c1	2.3	-15	-3	?	-6	0.6	5	-1.0	-5
c1ccc2c(c1)nnn2Cc1nnc2sc(-c3ccc4c(c3)OCCO4)nn12	-0.8	-2	-13	3.5	0	·	-2	?	-1
COC(=O)c1cc(OC)ccc1-c1ccc(OC)cc1	-1.0	-8	-15	-3.4	-2	1.8	3	-1.0	-7
CCOC(=O)c1cn2c(C)cccc2n1	-0.9	-5	-7	-4.2	4	1.7	-8	-0.6	4
COCc1nnc(NC(=O)c2ccc3c(c2)OCO3)s1	-0.4	-7	5	-0.4	4	1.0	12	0.9	4
CC(C)C[C@H]1CN([C@@H](Cc2ccc(O)cc2)CN2CCC[C@@H]2CN2C(=O)C(=O)NC[C@@H]2Cc2ccccc2)C(=O)C(=O)N1CC1CCCCCC1	-0.6	1	11	-2.0	-8	-0.1	38	-1.0	0

# The results go on.
Compound	PfHsp40 rescue	BoNT-F LC inh	CCHFV vOTU inh	FadD28 FP inh	Anthrax LF prot	TcdB inh	Y pestis TopoI	BoNT A protease	PrPC TRFRET
NC(=O)CC(NC(=O)Cc1cccc2ccccc12)c1ccc(NCc2cc(F)ccc2F)c([N+](=O)[O-])c1 (stereo not given)	-0.1	-3	11	-1.9	-1	1.2	12	-0.2	-9
Cc1ccc2c(CN3C(=O)NC(C)(c4ccc5c(c4)OCO5)C3=O)cc(=O)oc2c1 (stereo not given)	1.8	2	1	-2.7	-4	·	1	2.4	-4
CSCCC(N=C(NS(=O)(=O)c1ccc(C)cc1)c1ccccc1)C(=O)O (stereo not given)	1.5	3	-8	-3.7	0	1.3	5	-0.9	-5
CCc1cccc(CC)c1NC(=O)COC(=O)C1(c2ccc(Cl)cc2)CCCC1	1.1	0	-16	-3.2	0	·	31	-0.9	-5
NC(=O)c1c(NC(=O)c2ccccc2)sc2c1CCc1ccccc1-2	-0.7	-12	21	2.1	-1	·	4	-0.1	8
O=C(N/N=C/c1cccc(C(F)(F)F)c1)c1ccc(O)cc1	-0.9	-3	-14	-4.5	0	2.3	4	-0.2	-4
CC(=O)N(C)c1ccc(NCc2cc(=O)oc3cc(C)c(O)cc23)cc1	-1.3	-10	-2	-0.8	1	1.2	-1	-1.4	2
CCCCC(=O)Nc1cccc(-c2ccc3nncn3n2)c1	0.5	-2	3	-4.7	-2	1.5	-11	-2.2	-15
O=C(Cc1ccccc1)N/N=C/c1ccc[nH]1	0.7	?	2	-2.4	-14	0.1	5	?	-11
N#CC1=C(N)N(c2ccc(Br)cc2)C2=C(C(=O)CCC2)C1c1cccnc1 (stereo not given)	0.0	-17	3	1.8	-16	·	-9	-0.4	-3
O=C(O)[C@H]1Cc2ccccc2CN1S(=O)(=O)c1ccc(F)cc1	1.2	0	-11	-0.5	4	0.3	3	-0.4	-1
O=C(N/N=C/c1ccc([N+](=O)[O-])o1)c1cn(-c2ccccc2)nc1-c1ccc(Cl)cc1	0.4	0	-4	-0.7	-4	0.2	-3	-0.2	-1

# Taken from the results shown, 2 compounds:
Compound	PfHsp40 rescue	BoNT-F LC inh	CCHFV vOTU inh	FadD28 FP inh	Anthrax LF prot	TcdB inh	Y pestis TopoI	BoNT A protease	PrPC TRFRET
NC(=O)CC(NC(=O)Cc1cccc2ccccc12)c1ccc(NCc2cc(F)ccc2F)c([N+](=O)[O-])c1 (stereo not given)	-0.1	-3	11	-1.9	-1	1.2	12	-0.2	-9
Cc1ccc2c(CN3C(=O)NC(C)(c4ccc5c(c4)OCO5)C3=O)cc(=O)oc2c1 (stereo not given)	1.8	2	1	-2.7	-4	·	1	2.4	-4

# Of the compounds above, these have a nitro group on carbon.
Compound	PfHsp40 rescue	BoNT-F LC inh	CCHFV vOTU inh	FadD28 FP inh	Anthrax LF prot	TcdB inh	Y pestis TopoI	BoNT A protease	PrPC TRFRET
COc1ccc(NC(=O)C(c2cc3c(cc2[N+](=O)[O-])OCO3)N(C)c2ccccc2)cc1 (stereo not given)	4.2	-7	4	-1.5	-3	·	0	-0.4	-2
O=C1c2ccc(Oc3cccc([N+](=O)[O-])c3)cc2C(=O)N1c1ccccn1	-0.2	-2	-7	-5.4	-2	-0.3	-2	-0.2	4
O=C(Cc1ccccc1[N+](=O)[O-])NCC1(c2cccc3c2OCO3)OCCO1	-1.0	-5	-12	-5.3	-6	1.4	-4	0.5	-7
N#Cc1cc(Nc2c(N)nc[nH]c2=O)c([N+](=O)[O-])cc1C#N	0.3	-22	-3	0.2	-5	-3.5	-4	0.4	-42
NC(=O)CC(NC(=O)Cc1cccc2ccccc12)c1ccc(NCc2cc(F)ccc2F)c([N+](=O)[O-])c1 (stereo not given)	-0.1	-3	11	-1.9	-1	1.2	12	-0.2	-9
O=C(N/N=C/c1ccc([N+](=O)[O-])o1)c1cn(-c2ccccc2)nc1-c1ccc(Cl)cc1	0.4	0	-4	-0.7	-4	0.2	-3	-0.2	-1

# Additional compounds.
Compound	PfHsp40 rescue	BoNT-F LC inh	CCHFV vOTU inh	FadD28 FP inh	Anthrax LF prot	TcdB inh	Y pestis TopoI	BoNT A protease	PrPC TRFRET
CCC(=O)c1ccc(OCC(O)Cn2nc(C)cc2C)cc1 (stereo not given)	0.3	2	6	-4.6	0	4.5	-15	1.6	-1
CCOC(=O)N1CCN(S(=O)(=O)c2ccc(C(=O)N(CCN(C)C)c3nc4c(C)cccc4s3)cc2)CC1	-0.2	5	8	-2.1	-3	-1.2	16	-1.9	-8
O=C1CC(c2ccncc2)c2cc3c(cc2N1)OCO3 (stereo not given)	0.4	?	0	-3.3	3	·	-4	0.3	0
N#Cc1ccc(COC(=O)CN2C(=O)NC3(CCCC3)C2=O)cc1	-0.2	-7	5	0.5	2	-1.6	2	2.1	-1
O=C(c1cccc(C(F)(F)F)c1)C1CCCN(Cc2ccc(OCCO)cc2)C1 (stereo not given)	0.9	0	-3	-2.6	-5	1.0	-3	0.5	-6
Cc1cc(Br)ccc1NC(=O)CN1CCN(c2ccccn2)CC1	2.4	-10	8	-2.5	-7	-0.2	11	-1.6	-8
O=C(O)c1cc(OCc2ccccc2)cc(OCc2ccccc2)c1	-0.9	4	17	1.0	8	-1.3	19	-1.6	1
O=C(COC(=O)CNC(=O)c1ccc(Br)o1)Nc1ccccc1OC(F)F	0.0	-3	6	-5.7	-8	-3.2	5	-0.6	11
CC(Oc1cccc(Cl)c1)C(=O)NCc1ccc(S(N)(=O)=O)cc1 (stereo not given)	2.0	-3	-6	-3.0	0	0.9	-1	-0.8	3
CN(C)c1ccc(NC(=O)c2ccc3nsnc3c2)cc1	0.3	-3	0	-0.6	-4	·	2	?	-37
CCOC(=O)CNCCC(=O)c1ccc(Br)cc1	-0.5	-5	5	-1.4	0	·	12	-0.2	-6
COc1ccc(C(=O)NCC(=O)N/N=C/c2cccc(OC(=O)c3ccco3)c2)cc1OC	-0.8	-2	6	-3.3	-2	0.7	-1	-0.7	-3
COc1ccc(-c2ccc(C(=O)NCCc3ccccc3)c3occc23)c(C)c1	·	-9	6	-0.1	-2	-0.9	29	-0.6	6
COc1ccc(-c2nc3ccccn3c2/N=C/c2ccc(OC)c(OC)c2)cc1O	-0.8	1	-14	-1.0	-2	1.4	2	-1.2	-6
